AmpC inh no detg: qHTS Inhibitors of AmpC Beta-Lactamase (assay without detergent). 330,000 compounds, 0.52% hits. AID 485341, 2010. Potency, µM (doses to about 57.1 µM), inactives show top-dose activity change, negative = inhibition, most hits filed as inhibitors. P00811. AmpC nitrocefin hydrolysis, absorbance 480 nm, 0.0001% Triton;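 further: potency means the concentration at half of the fitted maximal effect; plate controls were no compound for no effect and no enzyme for full effect; nearly all actives have a fitted effect of over 20% in size; some results filed as inactive show a strong effect at the top dose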
Target sequence (P00811 whole entry, looked up): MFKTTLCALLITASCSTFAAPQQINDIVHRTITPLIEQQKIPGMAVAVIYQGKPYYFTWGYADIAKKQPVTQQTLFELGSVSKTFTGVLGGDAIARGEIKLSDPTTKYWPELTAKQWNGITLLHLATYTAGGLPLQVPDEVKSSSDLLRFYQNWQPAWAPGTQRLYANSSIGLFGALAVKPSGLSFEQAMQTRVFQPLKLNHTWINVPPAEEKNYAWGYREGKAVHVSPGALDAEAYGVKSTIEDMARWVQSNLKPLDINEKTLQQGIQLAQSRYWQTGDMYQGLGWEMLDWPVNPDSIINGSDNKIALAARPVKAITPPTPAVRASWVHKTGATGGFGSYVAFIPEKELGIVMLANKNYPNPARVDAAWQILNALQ
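20 mM phosphate pH 7.0 + 0.01% (detergent screen) or 0.0001% Triton X-100; 5.3 nM AmpC reagent; cpd preinc 15 min RT; nitrocefin (800 uM stock) to start; A480 q20 s × 4 min; Activity was normalised to no-enzyme and no-compound control wells.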
Sm TGR inh: qHTS Assay for the Inhibitors of Schistosoma Mansoni Peroxiredoxins. purified TGR, DTNB reduction, TNB absorbance 405 nm. Potency, µM (top dose mostly 114 µM), without a hit: at the top dose activity change, negative = inhibition, hits mostly inhibitors. AID 485364, 2010. Schistosoma mansoni thioredoxin glutathione reductase (TGR), Q962Y6. 360,000 compounds, 3% hits; further: potency means the concentration at half of the fitted maximal effect; nearly all actives have a fitted effect of over 60% in size
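TGR 20 nM + NADPH 100 uM (dispensed conc.), cpd preinc 15 min RT; start with NADPH (500 uM addition) then DTNB (15 mM addition). Kinetic TNB absorbance, 405 nm filter. Four-parameter Hill fit across titration.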
AmpC inh detg: qHTS Inhibitors of AmpC Beta-Lactamase (assay with detergent). AmpC hydrolysis of nitrocefin, absorbance 480 nm, 0.01% Triton. Potency, µM (titrated, usually from 114 µM), inactives show at the highest dose activity change, negative = inhibition, most hits filed as inhibitors. P00811. 370,000 compounds, 0.041% hits;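 further: potency means the concentration at half of the fitted maximal effect; 0% = no-compound wells and -100% = no-enzyme wells; nearly all actives have a fitted effect of over 25% in size; some results filed as inactive show a strong effect at the top dose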
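20 mM phosphate pH 7.0 + 0.01% (detergent screen) or 0.0001% Triton X-100; 5.3 nM AmpC reagent; cpd preinc 15 min RT; nitrocefin (800 uM stock) to start; A480 q20 s × 4 min; Activity was normalised to no-enzyme and no-compound control wells.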
HCMV antiviral: qHTS Assay for inhibitors of the human cytomegalovirus (HCMV); activity change, negative = inhibition, % at 57.5 µM; HFF cells, HCMV-luciferase reporter, 72 h; active compounds read low; 410,000 compounds, 4.5% hits; in the data active means activity change below about -60%; inconclusive means no clear call, values can overlap the other calls; inactive means above about -39%
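Steps: HFFs plated, 16 h 37C; compounds added; HCMV-luciferase added to MOI 1 PFU/cell; 72 h 37C; OneGlo reagent, 5 min room temperature; luminescence read, normalized to controls.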
FBPA Giardia inh: qHTS Assay for Inhibitors of Fructose-1,6-bisphosphate Aldolase from Giardia Lamblia. Potency, µM (highest dose often 59.6 µM), for inactives: top-dose activity, negative = inhibition, most hits filed as inhibitors. 290,000 compounds, 0.71% hits. purified Giardia FBPA. A8B2U2. AID 2451, 2010; further: potency means the concentration at half of the fitted maximal effect; nearly all actives have a fitted effect of over 55% in size
Target sequence (A8B2U2 whole entry, looked up): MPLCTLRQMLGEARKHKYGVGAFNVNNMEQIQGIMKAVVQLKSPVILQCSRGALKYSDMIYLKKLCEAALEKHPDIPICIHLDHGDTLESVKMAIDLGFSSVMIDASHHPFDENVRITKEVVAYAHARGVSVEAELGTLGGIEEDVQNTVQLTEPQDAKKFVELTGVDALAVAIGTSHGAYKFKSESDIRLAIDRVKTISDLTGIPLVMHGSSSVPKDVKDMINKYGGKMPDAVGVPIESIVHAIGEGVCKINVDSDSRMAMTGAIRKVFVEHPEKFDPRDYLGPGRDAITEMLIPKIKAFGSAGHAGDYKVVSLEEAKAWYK
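Giardia FBPA (40 nM reagent) was preincubated 10 min at RT with compound (up to 57.5 uM final), then substrate plus GAPDH/TPI/NAD/arsenate coupling system with diaphorase/resazurin was added; resorufin fluorescence (525/598 nm) was read after 20 min.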
HCV inh: qHTS Assay for Inhibitors of Hepatitis C Virus (HCV); AID 651820, 2012; Huh7.5.1 HCVcc-Cre infection, luciferase reporter, 44 h; Potency, µM (highest dose often 41.8 µM), inactives show at the top dose activity change, negative = inhibition, actives largely listed as inhibitors; 340,000 compounds, 3.4% hits; further: potency means the concentration at half of the fitted maximal effect
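1,000 cells/well; 4 h culture; + compound; + HCVcc-Cre (~0.5 moi); 44 h; luciferase substrate, RT 15 min; read 15 sec.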
An asterisk follows results filed as active; ? = inconclusive; / = no result given; + = active, no number; & = joins results of further samples; [ ] = remark or other dose. Unless noted, the call rests on the fitted dose curve; in most records, active means well fitted curve in the direction sought with a large enough effect; inconclusive means small, poorly fitted or top-dose-only effect, or another doubt; inactive means no such curve, though single readings can be large; an effect the other way counts as inactive or inconclusive. Unless noted, on the % scale 0 is the no-effect control and ±100 the full control effect.

(1) O=C(CSc1ccccn1)C12CC3CC(CC(C3)C1)C2
(2) Cc1cc(CNC(=O)CCc2nnc(CCCCc3ccccc3)o2)nn1C
(3) CCn1ccc2cc(S(=O)(=O)N3CCC(C(=O)NCCc4ccc(SC)cc4)CC3)ccc21
(4) Cc1ccc(/C=C2\CCC3=C2OC(N)=C(C#N)C3c2ccc(C)cc2)cc1 (stereo not drawn)
(5) CCOc1ccc(-n2nnc3c(=O)n(C/C=C/c4ccccc4)cnc32)cc1
(6) O=C(CCn1c(=O)c2cccn2c2cccnc21)NCc1ccccc1Cl
(7) CC(C)(C)C1CCc2c(sc(N)c2C(N)=O)C1 (stereo not drawn)
(8) CC1(C)CC(=O)C2=C(C1)NC(=O)CC2c1cccc(F)c1 (stereo not drawn)
compound no.	1	2	3	4	5	6	7	8
AmpC inh no detg	-3%[2.29 µM]	41%	/	-46%	-7%	/	-35%	-1%
FBPA Giardia inh	12%	2%	/	-13%	3%	/	?	-2%
HCMV antiviral	-31	?	13	/	20	-26	/	28
Sm TGR inh	0%	1%	0%	?	-9%	?	-21%	-9%
HCV inh	-21%	-1%	/	?	-15%	/	-20%	20%
AmpC inh detg	-7%	5%	-6%	-11%	?	?	5%	-17%

(9) CC(=O)OC[C@H]1O[C@@H](Sc2cccc3cccnc23)[C@H](OC(C)=O)[C@@H](OC(C)=O)[C@@H]1OC(C)=O
(10) CCn1c(C)c(C(C)=O)c(N2CCN(c3ccccn3)CC2)nc1=S
(11) Cc1ccc(S(=O)(=O)NCC(=O)N/N=C/c2ccc(Cl)cc2Cl)cc1
(12) O=C(O)c1ccccc1C(=O)c1cccs1
(13) CC(C)COc1ccc(C(=O)NC(=S)Nc2ccc(CN3CCOCC3)cc2)cc1
(14) O=C(CSc1nc2ccccc2c(=O)n1-c1ccc(F)cc1)NC1CC1
(15) Cn1cnc([N+](=O)[O-])c1Sc1ccccc1
(16) COc1cc(/C=C2\SC(=S)N(NC(=O)c3ccc(O)cc3)C2=O)ccc1O
compound no.	9	10	11	12	13	14	15	16
AmpC inh no detg	94%[activator]	/	-11%	-36%	-16%	-5%	-7%	-47%
FBPA Giardia inh	0%	-27%	-8%	19%	0%	/	-8%	-2%
HCMV antiviral	44	34	-32	0	-19	0	13	-35
Sm TGR inh	0%	-3%	2%	10%	-2%	-1%	50µM*	?
HCV inh	0%	/	5%	11%	0%	-12%	-27%	12%
AmpC inh detg	-6%	-2%	-12%	?	?	5%	2%	-3%

Structural class: those above with a thiophene ring, fused or not (2)
(7) CC(C)(C)C1CCc2c(sc(N)c2C(N)=O)C1 (stereo not drawn)
(12) O=C(O)c1ccccc1C(=O)c1cccs1
compound no.	7	12
AmpC inh no detg	-35%	-36%
FBPA Giardia inh	?	19%
HCMV antiviral	/	0
Sm TGR inh	-21%	10%
HCV inh	-20%	11%
AmpC inh detg	5%	?

2 entries drawn at random from those above:
(5) CCOc1ccc(-n2nnc3c(=O)n(C/C=C/c4ccccc4)cnc32)cc1
(11) Cc1ccc(S(=O)(=O)NCC(=O)N/N=C/c2ccc(Cl)cc2Cl)cc1
compound no.	5	11
AmpC inh no detg	-7%	-11%
FBPA Giardia inh	3%	-8%
HCMV antiviral	20	-32
Sm TGR inh	-9%	2%
HCV inh	-15%	5%
AmpC inh detg	?	-12%

The results go on.
(17) O=[N+]([O-])c1ccc(Nc2nc(N/N=C/c3cccc(F)c3)nc(N3CCCC3)n2)cc1
(18) Cn1c(C(=O)N2CCC(C(N)=O)CC2)cc2cc(Cl)ccc21
(19) COc1ccc(Br)cc1C1N2CC3(C)CN1CC(C)(C2)C3=O (stereo not drawn)
(20) CCCCN(C(=O)c1cc2c(s1)CCC2)c1c(N)n(CC(C)C)c(=O)[nH]c1=O
(21) COc1ccccc1C(C)NC(=O)CCOc1cccc(C)c1 (stereo not drawn)
(22) CCOC(=O)c1c(C)[nH]c(C(=O)CN2CC(C)OC(C)C2)c1C (stereo not drawn)
(23) Cc1cc(NC(=O)CSc2nc(C(C)C)nc3sc4c(c23)CCCC4)no1
(24) c1ccc(-c2cnnc(N3CCCCC3)n2)cc1
compound no.	17	18	19	20	21	22	23	24
AmpC inh no detg	-16%	15%	34%	-7%	8%	1%	-17%	0%
FBPA Giardia inh	9%	-4%	-10%	/	20%	4%	4%	-1%
HCMV antiviral	38	31	27	0	?	-7	-11	-7
Sm TGR inh	4%	-22%	-2%	-17%	-14%	-33%	14%[11.4 µM]	0%
HCV inh	?	27%	13%	6%	-2%	?	-1%	-16%
AmpC inh detg	-6%	?	-2%	?	-9%	3%	1%	-16%

(25) O=C(CN1C(=O)S/C(=C/c2cc(Br)cs2)C1=O)N1CCOCC1
(26) CCC(=O)N1CCc2cc(S(=O)(=O)NCCCN(CC)Cc3ccccc3)ccc21
(27) Cc1cccc(NC(=O)c2ccc(F)c(S(=O)(=O)N3CCN(c4ccc(F)cc4)CC3)c2)c1
(28) COc1cc(NC(=O)CN2CCCCCC2)cc(OC)c1
(29) CC(C)CC(c1nnnn1C(C)C)N1CCN(c2ccccc2)CC1 (stereo not drawn)
(30) CCOC(=O)C1CCN(C(=O)CN2C(=O)c3cccnc3Oc3ccccc32)CC1
(31) O=NC1=C(c2c(O)[nH]c3ccccc23)CCCC1
(32) COc1ccc[nH]c1=O
compound no.	25	26	27	28	29	30	31	32
AmpC inh no detg	-13%	-15%	/	-15%	-18%	15%	-19%	0%
FBPA Giardia inh	5%	0%	/	-7%	0%	/	-7%	-25%
HCMV antiviral	-3	13	-73*	16	26	-5	-29	-29
Sm TGR inh	12%	-3%	7%	-12%	-23%	-12%	14%	2%
HCV inh	9%	-18%	/	7%	-1%	7%	0%	6%
AmpC inh detg	0%	-5%	10%	4%	0%	2%	9%	-12%

(33) Cn1c(=O)[nH]c(=O)c2c1nc(NCCCO)n2CCOc1ccccc1
(34) CCOc1cc(N2CCOCC2)c(OCC)cc1NC(=O)COC(=O)c1ccc(Cl)cc1N
(35) O=C(O)c1ccc(Cl)c(S(=O)(=O)N2CCCCCC2)c1
(36) CCCCN=C1C([N+](=O)[O-])=CC=C2C1=NC1(CCCCC1)N2O
(37) O=C(Nc1cccc(Cl)c1)Nc1nnc(CC2=CCCCC2)s1
(38) O=c1[nH]c2ccc(S(=O)(=O)Nc3ccc(Br)cc3)cc2[nH]1
(39) COc1cc2sc(-c3ccc(S(C)(=O)=O)cc3)c(C#CCO)c2cc1OC
(40) C=CCC[C@@H](Cc1ccc(F)cc1)C(=O)OC[C@@H](Cc1c[nH]c2ccccc12)NC(=O)[C@@H](CC=C)CC(=O)N[C@H](CO)Cc1ccccc1
compound no.	33	34	35	36	37	38	39	40
AmpC inh no detg	-10%	-18%	4%	-21%	?	-31%	177%[activator]	3%
FBPA Giardia inh	-1%	/	?	?	1%	-5%	/	/
HCMV antiviral	1	1	2	-14	-98*	-5	6	9
Sm TGR inh	4%	-13%	-2%	-27%	-6%	-11%	/	/
HCV inh	4%	2%	21%	-4%	?	3%	-19%	?
AmpC inh detg	-1%	-18%	-4%	-2%	-7%	-8%	/	/

(41) CCC1CN(C(=O)NCc2ccc(F)cc2)c2cc(C)ccc2O1 (stereo not drawn)
(42) COc1ccc(CNC(=O)C(=O)NCC(c2ccco2)S(=O)(=O)c2ccc(C)cc2)cc1 (stereo not drawn)
(43) CN(Cc1ccc(F)cc1)C(=O)CCc1nnc(-c2ccccc2)o1
(44) Clc1cccc(CNCC2CCCO2)c1Cl (stereo not drawn)
(45) CC(C)NC(=O)N(C)C[C@H]1Oc2ccc(NC(=O)Cc3ccccc3)cc2C(=O)N([C@H](C)CO)C[C@@H]1C
(46) O=C(c1ccc(COc2c(F)c(F)cc(F)c2F)o1)N1CCN(c2ccc(Cl)cc2)CC1
(47) CCn1c(CCNC(=O)c2ccc(OC)cc2)nnc1SCc1ccc(Cl)cc1Cl
(48) C[C@H](NC(=O)[C@@H]1Cc2ccccc2CN1C(=O)OC(C)(C)C)C(=O)NC1CCCCC1
compound no.	41	42	43	44	45	46	47	48
AmpC inh no detg	-1%	/	40%	-1%	19%	-5%	73%[activator]	92%[activator]
FBPA Giardia inh	-1%	/	2%	?	/	-3%	0%	-5%
HCMV antiviral	-34&-2	-11	-16	14	4	-19	27	+
Sm TGR inh	-15%&31%	-29%	-2%	-2%	/	2%	-3%	2%
HCV inh	?	/	7%	-1%	-6%[8.37 µM]	?	?	-16%
AmpC inh detg	-11%&18%	0%	6%	-12%	/	-11%	-16%	-1%

As entered above.
Sm TGR inh result of #1 : 0%
HCMV antiviral result of #42 : -11
AmpC inh detg result of #23 : 1%
AmpC inh no detg result of #48 : 92%[activator]
Sm TGR inh result of #19 : -2%
HCV inh result of #21 : -2%

Next compounds:
(49) O=C(NCc1ccccc1F)C1CCCN(C(=O)Nc2ccccc2)C1 (stereo not drawn)
(50) CC(C)c1ccc(CN2CCN(C(=O)CSc3nnnn3C3CC3)CC2)cc1
(51) Cc1csc(=O)n1CCC(=O)OCc1nnc(-c2ccccc2)o1
(52) O=C1CC(Nc2ccc(N3CCOCC3)cc2)C(=O)N1c1ccccc1 (stereo not drawn)
(53) O=C(CC(c1ccccc1)c1ccccc1)Nc1ncn[nH]1
(54) Cc1c(/C=N/NC(=O)c2cccnc2)c2ccccc2n1Cc1ccccc1
(55) COc1ccc(N2CC(NC(=O)c3ccc(S(=O)(=O)N4CCCCC4)cc3)CC2=O)cc1OC (stereo not drawn)
(56) CCCCN(C)C(=O)Cn1nc(-c2ccc(Cl)cc2)ccc1=O
compound no.	49	50	51	52	53	54	55	56
AmpC inh no detg	4%	200%[activator]	-4%	-18%	-36%	-18%	/	87%[activator]
FBPA Giardia inh	-7%	/	/	-13%	2%	-11%	/	7%
HCMV antiviral	1	-90*	-12	/	?	-62*	5	-32
Sm TGR inh	4%	-6%	-3%	35µM*	2%	-8%	-5%	-31%
HCV inh	0%	5.6µM*	3%	3%	10%	11µM*	/	-13%
AmpC inh detg	?	7%	-21%	-1%	6%	-5%	-1%	3%
